Assay outcomes (PubChem BioAssay)
PGC1a acetyl inh: modulators of PGC1a acetylation | U2OS PGC1a acetylation, AlphaScreen anti-acetyl-lysine; with virally co-expressed GCN5 acetyltransferase | inhibition, % at 15.6 µM | actives 0.17% (n = 350,000) | AID 651687;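 active means every replicate shows inhibition of at least 40%; inconclusive means mean inhibition at least 40% but some replicate below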;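 further: 0% = neutral control wells and 100% = positive control wells; some results beyond the cut were filed as inactive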
miR-122 sensor: inhibitors of miR-122 in Huh7 cells; Huh7 miR-122 Renilla luciferase sensor, 48 h; neutral wells = 0, positive control = 100; activation (reporter increase), % at 12.5 µM; actives 0.3% (n = 340,000); AID 602342;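 active means mean replicate activation score at least 90 and every replicate individually at or above 90; inconclusive means only one of the two criteria met; inactive means neither criterion met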;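 further: higher luciferase means less miR-122 activity so hits act as miR-122 inhibitors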
RAD52 inh: inhibitors of human RAD52 DNA annealing; inhibition, % at 18.7 µM; recombinant RAD52 DNA annealing, FRET fluorescence; actives 0.46% (n = 360,000); P43351;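 active means every replicate showing at least 50% inhibition; inconclusive means mean inhibition at least 50% but not in every replicate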
Target sequence (P43351 whole entry, looked up): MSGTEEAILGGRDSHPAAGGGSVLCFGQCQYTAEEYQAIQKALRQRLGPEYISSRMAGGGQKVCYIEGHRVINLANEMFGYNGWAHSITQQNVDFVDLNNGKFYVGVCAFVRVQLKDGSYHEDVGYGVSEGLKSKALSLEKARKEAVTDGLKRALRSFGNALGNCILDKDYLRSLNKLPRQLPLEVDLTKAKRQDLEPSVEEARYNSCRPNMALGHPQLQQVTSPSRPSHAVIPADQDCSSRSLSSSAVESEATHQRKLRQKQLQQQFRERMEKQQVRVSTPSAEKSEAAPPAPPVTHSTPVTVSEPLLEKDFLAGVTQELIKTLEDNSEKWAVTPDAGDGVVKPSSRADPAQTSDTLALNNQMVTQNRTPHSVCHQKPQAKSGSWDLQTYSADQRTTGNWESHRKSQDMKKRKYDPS
RAD54 inh: RAD54 (human) branch migration inhibition; Q92698; inhibition, % at 10.4 µM; actives 0.14% (n = 360,000); RAD54 Holliday junction branch migration, FAM/BHQ fluorescence;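 active means mean normalized replicate activity at least 40 and at least half of replicates scoring 40 or more; inconclusive means only one of the two criteria met; inactive means mean below 40 and under half of replicates reaching 40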;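 further: 0% = median of neutral control wells and 100% = median of positive control wells; inhibitors cause a drop in the FAM fluorescence signal; in these data hits start at about 50%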
Cneo AK release: Cryptococcus neoformans lysis via adenylate kinase release; C. neoformans lysis, adenylate kinase release luminescence, 4 h; normalised: neutral wells 0, clomiphene wells 100; lysis activity, % at 15 µM; actives 0.2% (n = 360,000);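 active means mean lysis activity across replicates of at least 80%, whatever share of replicates individually reach that level; inactive means mean lysis activity below 80%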
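Schedule: static 4 h at 37 °C with compound, 1 h detection; system: C. neoformans cells; benchmarks: Clomiphene as positive control; buffer or medium: fresh YPD medium; measure: luminescence rise reflecting yeast cell lysis; measured by: luminescent adenylate kinase detection reagent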
E-sel inducer: E-selectin induction on HUVECs; P16581; actives 0.37% (n = 260,000); activation, % at 7.58 µM; HUVEC E-selectin immunofluorescence imaging; normalized: neutral wells 0, TNF-alpha wells 100;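 active means mean E-selectin-positive cell signal at least 10% of the positive control, reached in at least 60% of replicates, without over 20% cell loss; inconclusive means no rule given, readout overlaps actives, possibly toxicity-flagged; inactive means the rest, including those meeting only one limit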;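 further: in these data hits start at about 27%; measured in HUVEC primary endothelial cells; signal is the percent of cells scored E-selectin positive by PE staining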
Target sequence (P16581 whole entry, looked up): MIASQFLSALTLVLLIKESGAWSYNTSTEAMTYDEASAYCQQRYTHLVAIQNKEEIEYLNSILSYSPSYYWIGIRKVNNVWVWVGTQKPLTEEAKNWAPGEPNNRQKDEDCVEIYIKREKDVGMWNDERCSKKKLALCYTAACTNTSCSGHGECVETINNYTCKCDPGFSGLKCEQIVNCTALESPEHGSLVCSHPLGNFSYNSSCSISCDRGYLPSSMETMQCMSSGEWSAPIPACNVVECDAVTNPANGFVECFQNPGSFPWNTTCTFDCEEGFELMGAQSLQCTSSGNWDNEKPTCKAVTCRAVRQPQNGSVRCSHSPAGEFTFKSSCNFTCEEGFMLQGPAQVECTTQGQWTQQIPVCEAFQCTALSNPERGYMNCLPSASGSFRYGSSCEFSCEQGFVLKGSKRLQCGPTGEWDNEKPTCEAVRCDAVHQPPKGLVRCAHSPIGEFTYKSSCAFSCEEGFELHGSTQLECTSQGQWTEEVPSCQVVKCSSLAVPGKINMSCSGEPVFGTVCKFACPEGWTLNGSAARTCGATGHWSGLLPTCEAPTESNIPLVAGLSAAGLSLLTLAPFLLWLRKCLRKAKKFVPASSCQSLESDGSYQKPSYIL
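Assay system: HUVEC primary endothelial cells. Input: 3,000 HUVEC seeded per well. Doses: one compound dose added by pin transfer. Read-out basis: % PE-positive cells. Benchmarks: TNF-alpha high, DMSO low. Detection: immunofluorescence imaging. Buffer or medium: EGM-2, gelatin.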
PglD inh: inhibitors of Campylobacter jejuni PglD acetyltransferase; AID 602405; inhibition, % at 12.5 µM; purified PglD enzyme, DTNB colorimetric CoA detection; actives 0.098% (n = 360,000); in the data active means inhibition above about 16%, passing the limit was not always enough; inconclusive means no clear call, values can overlap the other calls; further: strong numbers were not always called active
ERAP1 inh: blocks human ERAP1 aminopeptidase activity | Q9NZ08 | recombinant ERAP1, Leu-AMC fluorescence, 60 min | inhibition, % at 10.7 µM | actives 0.15% (n = 340,000) | AID 652197;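 active means mean replicate inhibition of at least 30%, or all replicates individually reaching that 30% level; inactive means mean below 30% and not every replicate reaching it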;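 further: 0% = neutral control wells and 100% = L-leucinethiol positive control wells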
* = called active by the depositor; u = inconclusive; x = no result given; [ ] = dose if it differs, or a comment.

SMILES	PGC1a acetyl inh	miR-122 sensor	RAD52 inh	RAD54 inh	Cneo AK release	E-sel inducer	PglD inh	ERAP1 inh
COc1ccc(CN(C)C[C@@H]2Oc3c(NS(=O)(=O)c4ccc(C)cc4)cccc3C(=O)N([C@H](C)CO)C[C@@H]2C)cc1	1	36[16.7 µM]	5	-11	0	1.2	-2	2
COC(=O)CCC(C)N1CCC(Oc2ccc(C(=O)N3CCCC3)cc2)CC1 (configuration not stated)	x	x	-11	-2	5	0.4	6	-1
C/C(=C/Cc1c(O)cc2oc(C)cc(=O)c2c1O)COC1OC(CO)C(O)C(O)C1O (configuration not stated)	x	-9	-7	3	-4	0.6	0	5
Clc1ccc(Nc2ccc(-n3ccnc3)nn2)cc1Cl	-7	-4	x	7	0	x	0	x
Cc1cccc(N(C(=O)c2csnn2)C(C(=O)NC2CCCCC2)c2ccncc2)c1 (configuration not stated)	2	-8	-10	-8	0	0.4	-9	9
Cc1cccc(NC(=S)N2CCC(C(=O)c3ccc(F)cc3)CC2)c1	2	0	-38	-1	7	x	-1	-3
O=c1[nH]c(CN2CCCCC2)nc2c1C1(CCCCC1)Cc1ccccc1-2	-9	-5	x	-6	9	x	2	x
COc1ccc(CN2CCN(C(=O)c3ccco3)CC2)cc1OCc1ccccc1	4	1	x	-2	3	x	-5	x
CO[C@@H]1CN(C)C(=O)c2ccc(NS(=O)(=O)c3c(C)noc3C)cc2OC[C@H](C)NC[C@@H]1C	14	-1[16.7 µM]	-1	-12	-2	0.3	-2	-2
O=C(O)c1ccccc1NCc1ccco1	x	6	-11	-3	3	1.2	6	0
O=C(NCC(=O)N1CCCC(C(F)(F)F)C1)c1ccc2ccccc2c1 (configuration not stated)	8	3	-31	-5	3	0.0	-3	3
CN1CCc2nc(SCC(=O)Nc3cccc(F)c3)c(C#N)c(-c3cccs3)c2C1	-2	4	x	-2	1	x	-1	x
O=C1N=C(N2CCCC2)S/C1=C\c1cccc(Br)c1	9	-9	x	4	0	x	-4	x
O=C(Cc1ccccc1)NCCSC1CCCCC1	9	2	4	-3	2	-0.1	20	0
CCN(c1cccc(C)c1)S(=O)(=O)c1csc(C(N)=O)c1	-7	x	4	-6	1	0.0	2	2
COc1ccc(NC(=O)C2CC(=O)N(CCc3ccc(Cl)cc3)C2)cc1 (configuration not stated)	-1	0	-11	6	-1	-0.2	1	0
CCNC(=O)[C@@H]1[C@@H](CO)[C@@H]2Cn3c(ccc(-c4ccccc4F)c3=O)[C@H]1N2S(C)(=O)=O	3	x	-3	x	x	-0.5	x	3
C[C@@H]1CCCCO[C@H](CN(C)C(=O)Nc2ccc3c(c2)OCO3)[C@@H](C)CN([C@@H](C)CO)C(=O)c2cc(NS(=O)(=O)c3ccccc3)ccc2O1	-2	9[16.7 µM]	-4	1	-14	1.4	-1	0
Cc1ccc(-c2nn3nnnc3c3ccccc23)cc1	-8	-7	x	1	1	x	5	x
CN(C)c1nc(OCCNC(=O)COc2ccc(Cl)cc2Cl)nc(N(C)C)n1	-19	-4	x	3	6	0.1	-4	x
COc1ccccc1NS(=O)(=O)c1ccc(O)cc1	-20	0	x	-1	1	x	6	x
CCCCCCSc1nnc(-c2cnn(-c3ccccc3)c2-n2cccc2)n1C	-22	3	x	4	6	x	-5	x
CCCNC(=O)C1(O)c2cc(Br)ccc2NC(=O)N1c1ccc(Cl)cc1 (configuration not stated)	x	-4	-5	-3	0	-0.1	5	0
C[C@@H]1CN([C@@H](C)CO)S(=O)(=O)c2ccc(C#Cc3ccncc3)cc2O[C@H]1CN(C)C(=O)C1CCCCC1	-11	19[16.7 µM]	31	-2	4	-0.2	-1	-5
CCCn1c(Nc2ccccc2)nc2ccccc21	8	4	x	-3	0	x	1	x

As a short view, part of the list above.
SMILES	PGC1a acetyl inh	miR-122 sensor	RAD52 inh	RAD54 inh	Cneo AK release	E-sel inducer	PglD inh	ERAP1 inh
CCCNC(=O)C1(O)c2cc(Br)ccc2NC(=O)N1c1ccc(Cl)cc1 (configuration not stated)	x	-4	-5	-3	0	-0.1	5	0
C[C@@H]1CN([C@@H](C)CO)S(=O)(=O)c2ccc(C#Cc3ccncc3)cc2O[C@H]1CN(C)C(=O)C1CCCCC1	-11	19[16.7 µM]	31	-2	4	-0.2	-1	-5
CCCn1c(Nc2ccccc2)nc2ccccc21	8	4	x	-3	0	x	1	x

Going on with the list.
SMILES	PGC1a acetyl inh	miR-122 sensor	RAD52 inh	RAD54 inh	Cneo AK release	E-sel inducer	PglD inh	ERAP1 inh
COCCCNC(=O)CC(C)c1ccccc1 (configuration not stated)	4	3	x	1	-3	1.2	-11	x
Cc1ccc2nc(-c3ccc(C#N)cc3)c(Cc3cccc(Cl)c3)n2c1	-6	-3	-130	-4	2	-0.2	4	0
C[C@H]1CN([C@@H](C)CO)C(=O)CCCn2nncc2CO[C@H]1CN(C)Cc1cccc(C(F)(F)F)c1	5	8[16.7 µM]	1	-3	-11	0.0	-1	3
Cc1cc(N2CCCCC2C)nc(-c2ccccc2O)n1 (configuration not stated)	-3	20	7	-3	5	5.6	-2	3
C[C@@H]1CN([C@H](C)CO)C(=O)c2cc(NC(=O)Nc3ccc4c(c3)OCO4)ccc2O[C@@H]1CN(C)S(=O)(=O)c1cn(C)cn1	0	-7[16.7 µM]	-2	7	1	-2.4	0	0
COc1ccc(CNC(=O)N2CCN(C(=O)c3ccccc3)CC2)cc1	x	x	-10	12	-3	x	0	3
CN(CCc1ccccn1)C(=O)Nc1cccc(Cl)c1	x	-4	-8	-2	0	1.2	-3	2
COCCNC(=O)CN1CCN(S(=O)(=O)c2ccc3c(c2)CCCC3)CC1	x	x	-2	1	1	-0.4	-5	2
C[C@H](CO)N1C[C@H](C)[C@@H](CN(C)Cc2ccc3c(c2)OCO3)Oc2c(NC(=O)Nc3cccc4ccccc34)cccc2C1=O	-20	x	2	x	x	0.6	x	-1
CN1OC(COC(=O)c2ccccc2)CC1c1ccccc1 (configuration not stated)	u	x	x	6	1	x	4	x
Cc1cccc(CN2C(=O)CCSc3ccc(Cl)cc32)c1	-10	7	x	-6	-1	x	0	x
CCOC(=O)c1cc(C)sc1N1C(=O)C2C3C=CC(C3)C2C1=O (configuration not stated)	x	-2	x	-12	-1	x	4	x
C[C@@H]1CN([C@H](C)CO)C(=O)c2cc(NC(=O)c3ccncc3)ccc2O[C@H]1CN(C)S(=O)(=O)c1cn(C)cn1	-1	5[16.7 µM]	-16	-2	-6	-0.1	-4	-2
CC(C)CC#Cc1ccc2c(c1)O[C@@H](CN(C)Cc1cccc(F)c1)[C@@H](C)CN([C@@H](C)CO)S2(=O)=O	18	18[16.7 µM]	6	-6	3	-0.8	2	3
CC(=O)Nc1ccc(CN2CCCCCC2)cc1	x	3	6	-11	-1	x	-20	-4
Cc1cccc(-c2noc(CCC(=O)N3CCN(c4cc(C)ccc4C)CC3)n2)c1	5	4	-3	4	12	-6.0	0	x
O=C(C[C@@H]1CC[C@H]2NC[C@H](O)COC[C@@H]2O1)NCCN1CCCCC1	1	1[16.7 µM]	x	-4	-2	0.8	4	x
CC(C)CC1C(=O)N(Cc2cn(CC3CCCCC3)nn2)CCS(=O)(=O)N1Cc1ccc(-c2ccncc2)cc1 (configuration not stated)	-10	6	-13	x	x	-0.1	x	8
O=C(Cn1nc(Br)nc1Br)c1ccccc1	x	x	-16	-2	2	-0.1	-12	-2
CCc1ccc(NC(=O)CCS(=O)(=O)c2cccc3nsnc23)cc1	-8	-1	x	16	2	x	-5	x
COc1cccc2c(N/N=C/c3ccccc3)cc(C)nc12	11	4	1	3	1	0.2	-7	-3
Cc1ccc(NS(=O)(=O)c2ccc(N/N=C/c3ccccc3OCC(=O)O)c([N+](=O)[O-])c2)c(C)c1	9	-2	-3	-13	-3	3.5	-2	x
CC(NC(=S)NCc1ccccc1)C12CC3CC(CC(C3)C1)C2 (configuration not stated)	7	3	-17	x	x	x	x	1
CCOC(=O)C1CCCN(C(=O)c2cccc(S(=O)(=O)N(Cc3ccccc3)c3ccccc3OC)c2)C1 (configuration not stated)	x	x	3	-9	-2	x	3	1
C[C@@H]1CN([C@@H](C)CO)C(=O)c2cc(NC(=O)Nc3ccc(F)cc3)ccc2O[C@H]1CN(C)S(=O)(=O)c1cccs1	11	-2[16.7 µM]	18	12	-1	22	0	1
More structures follow.
SMILES	PGC1a acetyl inh	miR-122 sensor	RAD52 inh	RAD54 inh	Cneo AK release	E-sel inducer	PglD inh	ERAP1 inh
Cn1c(C(=O)N2CCN(c3ccccn3)CC2)cc2ccccc21	8	4	-13	-5	-4	0.4	2	x
COc1ccc(C2C(C(=O)Nc3cccnc3)=C(C)Nc3nc(-c4cccs4)nn32)cc1 (configuration not stated)	-4	-7	x	16	-1	-1.2	2	x
COc1ccc(CCNC(=O)c2cc(=O)[nH]c3ccccc23)cc1	-4	2	-5	4	0	x	-4	0
N#C[C@H]1[C@H](c2ccc(C3=CCCC3)cc2)[C@@H](CO)N1C(=O)C1CCOCC1	-2	x	-20	7	0	0.2	-2	-1
CCCCCC(=O)Nc1cccc(C2=NOC3(C2)C[C@H](C(N)=O)N(C(=O)CCCCC)C3)c1 (some centres not stated)	-5	-2	-5	-3	0	0.1	-5	2
C[C@@H]1CN([C@H](C)CO)C(=O)c2cc(NC(=O)Nc3ccc4c(c3)OCO4)ccc2O[C@@H](C)CCCCO[C@H]1CN(C)Cc1ccccc1	11	4[16.7 µM]	24	7	0	-0.1	0	1
COc1ccc(N2C(=O)C3CCCN3C2c2cccc(C)c2)cc1 (configuration not stated)	x	x	-17	-11	-13	0.3	0	1
Cc1cc2nc3c(=O)n(Cc4ccccc4)c(=O)[nH]c3nc2cc1N	0	-5	-114	-17	1	1.7	-4	5
Cn1c(CNC(=O)c2ccc(Cl)cc2)nnc1SCC(=O)N1CCOCC1	x	x	-1	-1	3	-0.2	-7	4
CCc1nn(-c2ccccc2)c2c1-c1cc(OC)c(OC)cc1C1(N2)C(=O)Nc2ccccc21 (configuration not stated)	-5	12	x	1	0	x	2	x
COC(=O)c1ccc(/C=N\NC(=O)c2ccc(C)cc2Cl)cc1	12	3	x	-7	1	x	-2	x
COc1ccc(C2c3ccc(O)cc3Oc3ncn4nc(-c5ccco5)nc4c32)cc1OC (configuration not stated)	3	-5	-13	x	x	0.4	x	2
COc1cc2c(=O)[nH]c3cc([N+](=O)[O-])ccc3c2cc1[N+](=O)[O-]	x	x	-6	1	0	-0.2	-4	-3
Cc1noc(C)c1NC(=O)Nc1ccc2c(c1)C(=O)N([C@@H](C)CO)C[C@H](C)[C@H](CN(C)Cc1ccc(C(F)(F)F)cc1)OCCCC[C@@H](C)O2	-21	5[16.7 µM]	-11	-1	1	0.0	4	4
COc1ccccc1C1C(C#N)=C(N)N(c2cccnc2)C2=C1C(=O)CC(C)(C)C2 (configuration not stated)	5	-3	x	4	-1	x	-4	x
O=C(NCCN1CCOCC1)Nc1ccc(F)cc1	5	-6	-5	6	-1	1.0	-1	x
C[C@H](CO)N1C[C@H](C)[C@H](CN(C)C(=O)Nc2ccccc2)Oc2cc(C#CC3(O)CCCC3)ccc2S1(=O)=O	6	-5[16.7 µM]	-21	-3	-1	0.3	1	1
CCOCCCNS(=O)(=O)c1cc(Br)cc2c1N(C(=O)C1CC1)CC2	5	44	x	6	0	x	-3	x
COc1cccc(N2C(=O)Nc3ccccc3C2(O)C(=O)NCc2ccc3c(c2)OCO3)c1 (configuration not stated)	-12	3	x	4	1	x	-1	x

Rows were taken by chance, and some 1.4% of all compounds hit somewhere here.
